Bioassay records (PubChem BioAssay)
CCHF vOTU inh: blocks the CCHF virus ovarian tumor domain protease; CCHFV vOTU protease, Pep-AMC fluorescence; inhibition, % at 11.5 µM; 370,000 tested, 0.55% active; AID 651958; further: 0% = vehicle wells with enzyme and 100% = no enzyme wells
Rv3671c inh: inhibits the M. tuberculosis serine protease Rv3671c; P9WHR9; inhibition, % at 5.96 µM; 320,000 tested, 0.048% active; AID 2606; in the data active means inhibition above about 38%;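 further: extracellular domain of Rv3671c used as enzyme; 0% = enzyme with DMSO and 100% = no enzyme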
Target sequence (P9WHR9 whole entry, looked up, the tested form may be a part): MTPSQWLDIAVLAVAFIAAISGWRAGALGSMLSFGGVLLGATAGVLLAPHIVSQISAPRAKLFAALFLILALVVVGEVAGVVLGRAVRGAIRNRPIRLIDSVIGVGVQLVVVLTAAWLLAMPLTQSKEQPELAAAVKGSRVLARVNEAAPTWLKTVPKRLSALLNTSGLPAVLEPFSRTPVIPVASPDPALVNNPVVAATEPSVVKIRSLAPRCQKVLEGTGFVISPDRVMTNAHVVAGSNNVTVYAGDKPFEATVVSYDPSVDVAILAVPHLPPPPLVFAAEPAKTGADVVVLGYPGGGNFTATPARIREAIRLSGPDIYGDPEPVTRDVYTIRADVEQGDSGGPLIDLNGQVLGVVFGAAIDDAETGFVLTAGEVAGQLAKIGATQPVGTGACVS
MazF activator: activators of E. coli MazEF toxin-antitoxin RNase. P0AE70. FAM/BHQ RNA-DNA oligo cleavage fluorescence, 5 h. 350,000 tested, 0.32% active. activation, % at 20 µM; in the data active means activation above about 50%
BoNT F protease: BoNT F light chain protease inhibition | Multiplex microsphere protease cleavage assay, flow cytometry | inhibition, % at 10 µM | 360,000 tested, 0.22% active; in the data active means inhibition above about 35%, passing the limit was not always enough; inconclusive means no clear call, values can overlap the other calls; further: plate controls were buffer without enzyme for full effect and enzyme alone for no effect
UGM FP inh: inhibitors of M. tuberculosis UDP-galactopyranose mutase; 320,000 tested, 0.06% active; P9WIQ1; purified UGM, fluorescence polarization probe displacement; inhibition, % at 10 µM; in the data active means inhibition above about 10%, passing the limit was not always enough; inconclusive means no clear call, values can overlap the other calls
Target sequence (P9WIQ1 whole entry, looked up): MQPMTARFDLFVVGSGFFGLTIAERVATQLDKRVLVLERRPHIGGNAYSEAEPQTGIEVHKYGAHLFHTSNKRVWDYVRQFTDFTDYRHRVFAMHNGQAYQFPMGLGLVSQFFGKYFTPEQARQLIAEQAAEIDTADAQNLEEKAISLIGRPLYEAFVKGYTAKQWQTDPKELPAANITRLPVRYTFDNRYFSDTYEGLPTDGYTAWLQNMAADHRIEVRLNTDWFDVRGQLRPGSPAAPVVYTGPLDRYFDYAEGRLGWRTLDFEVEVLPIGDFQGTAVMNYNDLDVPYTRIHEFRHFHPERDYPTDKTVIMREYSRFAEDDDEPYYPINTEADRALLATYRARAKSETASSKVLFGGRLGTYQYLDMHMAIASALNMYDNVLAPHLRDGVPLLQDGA
Mtb FBA inh: Mtb fructose-bisphosphate aldolase inhibition; P9WQA3; purified M. tuberculosis FBA, fluorescence read-out; inhibition, % at 1 µM; 360,000 tested, 2.3% active; AID 588726; in the data active means inhibition above about 27%;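 further: 0% = vehicle and 100% = reference inhibitor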
VHR inh abs: DUSP3 (human) phosphatase inhibition | 290,000 tested, 0.52% active | recombinant VHR phosphatase, pNPP absorbance | P51452 | inhibition, % at 13.3 µM; in the data active means inhibition above about 50%; further: some compounds called inactive have numbers as strong as hits
Target sequence (P51452 whole entry, looked up): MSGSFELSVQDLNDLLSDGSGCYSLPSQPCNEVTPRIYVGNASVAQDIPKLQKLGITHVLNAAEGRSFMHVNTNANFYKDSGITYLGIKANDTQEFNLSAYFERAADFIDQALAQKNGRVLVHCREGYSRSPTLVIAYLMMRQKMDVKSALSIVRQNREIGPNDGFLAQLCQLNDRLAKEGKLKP
GDH-TPI counter: inhibits GDH-TPI coupling enzymes, artifact for Mtb FBA screen. inhibition, % at 4.8 µM. 360,000 tested, 1.2% active. AID 588335. GDH-TPI coupled enzyme counterscreen, NADH absorbance;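 further: 0% = DMSO wells and 100% = wells lacking the enzyme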
FadD28 FP inh: M. tuberculosis FadD28 bisubstrate binding inhibition. inhibition, % at 12.5 µM. AID 588549. FadD28 bisubstrate probe binding, fluorescence polarization. 360,000 tested, 0.22% active; in the data active means inhibition above about 8.5%, passing the limit was not always enough; inconclusive means no clear call, values can overlap the other calls
BioA inh: blocks M. tuberculosis BioA enzyme activity; purified M. tuberculosis BioA enzyme, plate reader; inhibition, % at 9.99 µM; 360,000 tested, 0.096% active; in the data active means inhibition above about 40%; inconclusive means no clear call, values can overlap the other calls
* hit, by the source's call; ? = inconclusive; nt = no result given; & = joins results of further samples. Unless noted, no stated cut-off is given here; in the data, active means inhibition above about 30%; inactive means the rest.

SMILES	CCHF vOTU inh	Rv3671c inh	MazF activator	BoNT F protease	UGM FP inh	Mtb FBA inh	VHR inh abs	GDH-TPI counter	FadD28 FP inh	BioA inh
Cc1ccc(S(=O)(=O)N(CC(=O)Nc2ccc(Cl)cc2)C(=O)N2CCN(C)CC2)cc1	-1	nt	5	3	nt	10	nt	6	0.4	0.0
COc1ccccc1CN1CCN(Cc2nc(-c3ccccc3)no2)CC1	-7	3	3	-3	-1.2	0	11	-1	-4.0	nt
COc1ccc(C(=O)NCCS(=O)(=O)N(C)Cc2ccccc2)cc1	-7	-3	-4	-6	-0.8	-2	nt	-1	-3.0	-3.5
COc1ccc(-c2cc(C(=O)Nc3cc(Cl)ccc3O)no2)cc1	2	-1	-28	-30	-2.3	1	13	2	0.0	-1.0
CC(C)n1cc2c(N)ncnc2n1	-2	nt	9	1	nt	-1	nt	-9	-3.7	0.1
COc1ccccc1CN1CC(C(=O)NCc2ccc(SC)cc2)CCC1=O (configuration not stated)	2	nt	-3	-1	nt	2	13	-5	-3.7	-0.5
COc1ccc(-c2ccc3c(c2)O[C@H](CN(C)C(=O)Nc2ccccc2F)[C@@H](C)CN([C@H](C)CO)S3(=O)=O)cc1	24	nt	1	-6	nt	9	nt	-2	-2.6	-1.9&-1.8
CS(=O)(=O)N(CC(=O)N1CCOCC1)c1cc(C(F)(F)F)ccc1Cl	8	16	-26	?	-0.5	0	-20	0	0.8	-0.7
Nc1ccccc1C(=O)OCC(=O)Nc1ccc(Br)cc1F	-21	-23	8	-7	3.5	24	16	14	-1.5	0.9
CC(NC(=O)C1CCCN1C(=O)OC(C)(C)C)C(=O)OCc1ccccc1 (configuration not stated)	7	nt	nt	-1	nt	6	nt	nt	-0.4	nt
CCn1c(=O)n(CC(=O)NC2CCCC(C)C2C)c(=O)c2ccccc21 (configuration not stated)	6	3	3	-4	-0.1	2	24	-4	-2.4	-2.2
N#Cc1ccccc1OCc1nnc(-c2ccccc2Br)o1	-4	-9	11	-20	0.3	0	-7	-6	-5.0	nt
CCN(CC)c1ccc(/C=C2\NC(=O)NC2=O)cc1	-4	-4	4	-2	-3.4	-4	4	16	-2.8	-2.1
O=C(COC(=O)c1cccc(NS(=O)(=O)c2ccc(F)c(F)c2)c1)NC(=O)NC1CCCCC1	20	-62	-15	0	-1.7	-1	3	3	32*	1.8
CN(CC(=O)Nc1ccccc1C(F)(F)F)C(=O)CSc1nnnn1C	27	3	5	0	-0.2	-1	9	2	1.3	-1.2

Look-ups from above.
O=C(COC(=O)c1cccc(NS(=O)(=O)c2ccc(F)c(F)c2)c1)NC(=O)NC1CCCCC1 in GDH-TPI counter is entered as 3
N#Cc1ccccc1OCc1nnc(-c2ccccc2Br)o1 in VHR inh abs is entered as -7

More results
SMILES	CCHF vOTU inh	Rv3671c inh	MazF activator	BoNT F protease	UGM FP inh	Mtb FBA inh	VHR inh abs	GDH-TPI counter	FadD28 FP inh	BioA inh
Cc1ccc(S(=O)(=O)Nc2nc3ccccc3nc2NCC2CCCO2)cc1C (configuration not stated)	1	10	-1	-4	-0.8	19	13	33*	-0.2	1.1
CCOC(=O)C1(C)CCCN(C(=O)c2cc(F)cc(F)c2)C1 (configuration not stated)	-2	nt	nt	2	nt	-1	nt	-6	-3.8	-2.1
Cc1cccc(C(=O)N2CCN(Cc3nc4sc5c(c4c(=O)[nH]3)CCCC5)CC2)c1	14	0	3	4	-0.1	-1	18	5	-2.0	2.4
COc1ccc(NC(=O)CC2SC(N3CCOCC3)=NC2=O)cc1OC (configuration not stated)	3	0	6	0	-2.2	-3	nt	-8	-1.5	-0.4
O=C(N1CCc2[nH]c3ccccc3c2C1)C(F)(F)F	-10	-142	5	-8	0.5	8	16	2	-0.6	-0.3
CCOc1c2ccc(C(=O)NCc3ccc4c(c3)OCO4)cc2nn1CCOC	-42	6	0	0	-1.3	49*	6	-6	-3.9	-0.8
CN1CCC(N(C)C(=O)c2ccc(Cl)c(S(=O)(=O)N3CCCCC3)c2)CC1	-14	-3	0	0	nt	-1	nt	-8	-4.3	0.1
COc1ccc(NC(=O)CSc2ccc3c(c2)OCCO3)cc1	-1	1	3	-6	-0.9	1	nt	12	1.1	6.3
COc1ccc(CC(=O)OCC(=O)NCc2ccc(F)cc2)cc1	3	10	-3	5	-3.1	1	nt	9	-2.4	-0.1
COc1cccc2cc(C(=O)NCc3ccco3)c(=Nc3ccc(C(=O)O)cc3)oc12	4	-18	-2	5	4.6	5	4	6	-9.0	0.4
CCCCCCC(=O)Oc1cccc(N2C(=O)C3CCCCC3C2=O)c1 (configuration not stated)	18	4	1	-7	-2.8	2	19	-4	-1.0	nt
Cc1ccccc1NS(=O)(=O)c1cc(S(C)(=O)=O)ccc1C	3	-11	2	-9	2.1	3	0	7	0.2	nt
CC(=O)Nc1ccc(Sc2ccccc2C(=O)Nc2ccc(F)cc2)cn1	6	-9	7	-1	-1.7	0	13	-4	-0.9	nt
CCn1cc(C(=O)O)c(=O)c2cc(F)c(N/N=C/c3ccccc3)cc21	-4	0	2	-3	1.1	-6	-8	29	-3.4	0.4
CCNS(=O)(=O)c1ccc(NC(=O)CC(C)c2ccccc2)cc1 (configuration not stated)	6	1	-1	-8	-1.5	5	20	12	-2.6	nt
CCOC(=O)c1c(NC(=O)COC(=O)CC(NC(C)=O)c2ccccc2)sc(C(=O)NC)c1C (configuration not stated)	10	4	6	2	-0.2	-2	nt	-8	-0.5	0.4
Cc1nc2ccccc2c2oc(C(=O)NCC3CCCO3)cc12 (configuration not stated)	-14	4	-2	0	-1.2	-5	11	7	-4.6	1.8
CCc1cccc(CC)c1NC(=O)C1CCN(C(=O)c2ccco2)CC1	-11	-1	2	0	-1.7	-1	27	3	nt	-1.4
COC(=O)C(Cc1ccccc1)NC(=O)CC(C)CC(=O)Nc1ccc(OC)cc1OC (configuration not stated)	-16	3	0	17	1.1	2	35	1	-1.2	-2.5
Nc1cc(Cl)ccc1Oc1ccc2ccccc2c1	13	-8	3	-2	-4.1	0	13	6	-0.7	nt
CN(C)c1ccc(C(C(=O)NCC2CCCO2)N(C(=O)c2snc(C(N)=O)c2N)c2ccc3c(c2)OCO3)cc1 (configuration not stated)	1	-6	13	-1	1.3	2	26	5	-3.4	-0.3
Cc1cc(C)c(NC(=O)CSc2nc(COc3ccccc3)nc3ccccc23)c(C)c1	-8	5	0	-5	2.8	-2	11	0	-2.4	-0.6
CCCNC(=O)Nc1nc(C(N)c2ccc(OC)cc2)cs1 (configuration not stated)	5	nt	nt	-5	nt	5	nt	1	-3.9	-2.2
CC(C)(C)n1nnnc1SCC(=O)Nc1nn(-c2ccccc2)nc1C(N)=O	1	3	6	-1	0.4	19	9	-4	-0.4	-1.9
CCOc1ccc(C2c3c(oc4cc(C)c(C)cc4c3=O)C(=O)N2CCCN2CCOCC2)cc1 (configuration not stated)	2	-1	5	-7	1.7	1	4	8	-1.2	0.6
O=C(Nc1ccc(-c2csc(Nc3ccccc3)n2)cc1)c1cccc(C(F)(F)F)c1	21	2	2	-10	1.8	-1	15	20	-1.9	-1.2
Cn1nc(CC(=O)NC2CCCCCCCCCCC2)c2ccccc2c1=O	5	3	-13	-8	7.9	-4	15	9	?	-4.3
COc1cc(/C=C/C(=O)N2CCN(Cc3ccccc3)CC2)cc(OC)c1OC	-1	-24	-3	-9	1.2	13	2	4	-0.7	-0.1
COc1ccc(/C(C)=N/NC(=O)CNC(=O)/C=C\c2ccccc2)c(OC)c1	4	1	11	6	3.9	-1	-10	-2	-1.7	-0.1
CCCCN=C1NN=C(c2ccc(C)c(C)c2)CS1	16	7	14	-5	-2.8	0	10	1	-1.0	nt
CCOC(=O)c1cnc2c(-c3ccccc3)cnn2c1C	-3	-14	1	1	0.2	-3	14	7	-4.9	nt
CCc1ccc(N2C(=O)CC(N3CCN(Cc4ccc5c(c4)OCO5)CC3)C2=O)cc1 (configuration not stated)	8	5	2	2	1.5	-1	9	6	-4.3	nt
COC(=O)C1=C(c2c(C)noc2C)C[C@@H]2CC[C@H]1N2C(=O)N1CCOCC1	12	-3	10	-1	6.2	1	nt	7	1.4	-1.8
O=C(CSc1nc(-c2ccccc2)cs1)N1CCN(C(=O)c2ccco2)CC1	-2	-11	-7	-2	2.0	-1	-8	0	-3.1	9.3
CC1(C)Cc2c(cnn2-c2ccccc2)C(=O)/C1=N\NC(=O)c1ccccc1O	0	-1	-1	-6	0.2	-1	4	30	-5.5	8.5
O=C(CNc1cc([N+](=O)[O-])ccc1NCCO)Nc1cccc(S(=O)(=O)N2CCCCC2)c1	7	11	11	-5	-0.1	-2	nt	9	2.4	2.0
CCCCOC(=O)C1CCCC(C(=O)OCCCC)N1 (configuration not stated)	9	3	3	-13	0.2	-1	14	-1	-4.8	-0.4
S=C(Cc1ccc(Cl)cc1)N1CCOCC1	-2	-5	-6	-4	-0.9	3	2	0	-1.3	nt
CCCC(=O)N1CCC1(C)C(=O)NS(=O)(=O)c1cc(C)ccc1F (configuration not stated)	-7	nt	nt	4	nt	2	nt	9	-0.5	1.6
O=C(NC(CO)C(O)c1ccc([N+](=O)[O-])cc1)C(Cl)Cl (configuration not stated)	3	1	3	-3	-1.3	0	3	0	-1.4	1.1
CC1(Oc2ccc3ccccc3c2)CCN(Cc2ccc(OC(F)(F)F)cc2)C1 (configuration not stated)	-5	nt	nt	-2	nt	3	nt	11	-1.5	0.3
FC(F)(F)c1ccc(Cl)c(-n2c(-c3cc(C4CC4)[nH]n3)n[nH]c2=S)c1	-4	3	16	?	1.4	-4	14	6	0.1	0.3
CCOc1ccc(/C=C2\SC(=S)NC2=O)cc1OC	17	4	-3	-5	1.9	-7	30	13	-0.3	1.8
O=C(c1cccs1)N1CCc2ccccc21	0	-5	-6	1	-0.6	2	-9	22	1.0	-2.2
N=C1c2ccccc2CN1c1ncccn1	7	-5	9	-3	-0.4	2	7	12	-2.3	nt

Overlap with the part before: five entries, then new ones.
SMILES	CCHF vOTU inh	Rv3671c inh	MazF activator	BoNT F protease	UGM FP inh	Mtb FBA inh	VHR inh abs	GDH-TPI counter	FadD28 FP inh	BioA inh
CC1(Oc2ccc3ccccc3c2)CCN(Cc2ccc(OC(F)(F)F)cc2)C1 (configuration not stated)	-5	nt	nt	-2	nt	3	nt	11	-1.5	0.3
FC(F)(F)c1ccc(Cl)c(-n2c(-c3cc(C4CC4)[nH]n3)n[nH]c2=S)c1	-4	3	16	?	1.4	-4	14	6	0.1	0.3
CCOc1ccc(/C=C2\SC(=S)NC2=O)cc1OC	17	4	-3	-5	1.9	-7	30	13	-0.3	1.8
O=C(c1cccs1)N1CCc2ccccc21	0	-5	-6	1	-0.6	2	-9	22	1.0	-2.2
N=C1c2ccccc2CN1c1ncccn1	7	-5	9	-3	-0.4	2	7	12	-2.3	nt
CCOc1ccc(Cc2nc(C)c(CC(=O)N3CCOCC3)c(=O)[nH]2)cc1	0	-4	7	4	1.6	0	20	-4	-2.1	-0.2
COC(=O)C1=C(c2ccccc2)C[C@@H]2CC[C@H]1N2C(=O)NCC1CC1	-3	5	1	-4	-1.5	0	nt	3	1.0	-1.5
CC(C(=O)NC(=O)NC1CCCCC1)N(C)CC(=O)Nc1ccc(F)c(F)c1F (configuration not stated)	-3	1	6	-2	0.0	1	nt	1	0.8	nt
O=C(CCNS(=O)(=O)c1ccccc1F)OCc1ccccc1Cl	7	-1	-6	-3	2.0	1	nt	4	0.1	-0.2
O=C(NCCCCNCCCNC(=O)c1ccccc1)c1ccccc1	-6	-2	2	10	nt	4	nt	-4	0.8	-2.9
O=C(CSc1n[nH]c(-c2ccccc2F)n1)Nc1cc(F)ccc1F	5	-12	5	-2	2.4	-1	nt	-2	-4.2	1.9
Cc1cccc(N2CCC3(CC2)C(=O)NC(=O)NC3=O)c1	6	nt	13	1	nt	-6	nt	13	-3.3	nt
O=C1NC(=Nc2ccc(O)cc2)S/C1=C\C=C\c1ccco1	8	4	6	-8	0.7	-10	41	8	5.9	nt
